# EPAC1 antag = antagonists of human EPAC1 | EPAC1 GEF assay, Rap1b-BODIPY-GDP exchange fluorescence | Potency, µM (doses to about 115 µM), for inactives: top-dose activity change, negative = inhibition, usual class: inhibitors | 0.14% of 360,000 active | AID 720709;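 also: potency is read from the fitted curve at half-maximal effect; plate controls were vehicle for no effect and positive control for full effect; nearly all actives have a fitted effect of over 50% in size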
# aSyn yeast inh = alpha-synuclein toxicity inhibition in yeast. Potency, µM (top dose mostly 46.1 µM), for the others: at the highest dose growth rescue (activation), most hits filed as activators. 0.14% of 370,000 active. Yeast expressing alpha-synuclein, growth rescue, BacTiter-Glo, 24 h. AID 652106; also: potency is read from the fitted curve at half-maximal effect; % of control where 0% means no effect; nearly all actives have a fitted effect of over 65% in size
#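 Screening used galactose-induced yeast with toxic alpha-synuclein levels, exposed to compound for 24 hr at 30 deg C. Cell growth, read with BacTiter-Glo luminescence, gave the measured signal.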
# WRN inhibitor = WRN helicase (human) inhibition; Q14191; WRN helicase unwinding, fluorescent forked duplex, kinetic; Potency, µM (series often up to 114 µM), for the others: top-dose activity change, negative = inhibition, hits mostly inhibitors; 0.46% of 360,000 active; AID 651768; also: potency is read from the fitted curve at half-maximal effect; % is scaled to controls: 0 for no effect and ±100 for the full control effect; nearly all actives have a fitted effect of over 55% in size
#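 Kinetic fluorescence helicase assay: unwinding of a quenched forked DNA duplex (100 nM final) with 2 mM ATP final raises red fluorescence (525/598 nm). Compounds sat 15 min at room temperature with 20 nM WRN beforehand.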
# PLK1 PBD inh = blocks phosphopeptide binding to human PLK1 polo-box domain; P53350; Potency, µM, without a hit: max response, negative = inhibition, actives largely listed as inhibitors; 2.8% of 360,000 active; Plk1 PBD binding of FITC phosphopeptide, fluorescence polarization; also: potency is read from the fitted curve at half-maximal effect; series mostly up to about 57 µM; % is scaled to controls: 0 for no effect and ±100 for the full control effect; nearly all actives have a fitted effect of over 65% in size
# Target sequence (P53350 whole entry, looked up, the tested form may be a part): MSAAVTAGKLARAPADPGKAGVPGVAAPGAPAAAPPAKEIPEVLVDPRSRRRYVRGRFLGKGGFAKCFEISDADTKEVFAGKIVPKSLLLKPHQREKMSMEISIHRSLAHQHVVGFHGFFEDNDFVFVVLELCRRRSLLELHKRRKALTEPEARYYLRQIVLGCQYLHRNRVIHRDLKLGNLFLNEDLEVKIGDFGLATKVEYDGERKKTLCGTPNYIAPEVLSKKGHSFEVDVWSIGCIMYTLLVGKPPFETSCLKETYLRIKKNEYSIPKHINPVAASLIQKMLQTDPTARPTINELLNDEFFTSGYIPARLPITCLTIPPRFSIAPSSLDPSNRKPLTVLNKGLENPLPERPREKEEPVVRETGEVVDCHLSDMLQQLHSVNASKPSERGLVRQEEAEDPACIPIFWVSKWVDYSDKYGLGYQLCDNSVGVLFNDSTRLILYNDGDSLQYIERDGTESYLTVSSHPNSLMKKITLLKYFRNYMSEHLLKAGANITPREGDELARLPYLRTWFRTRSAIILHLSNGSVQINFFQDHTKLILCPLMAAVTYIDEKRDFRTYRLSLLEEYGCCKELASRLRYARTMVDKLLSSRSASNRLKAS
# FUS yeast rescue = suppressors of FUS proteinopathy in yeast. Potency, µM (titrated, usually from 76.6 µM), without a hit: top-dose growth rescue (activation), most hits filed as activators. AID 1347120. S. cerevisiae FUS-expressing, growth rescue, OD600, 24 h. 0.24% of 390,000 active;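 also: potency is read from the fitted curve at half-maximal effect; plate controls were DMSO vehicle for no effect and reference control for full effect; nearly all actives have a fitted effect of over 55% in size; some results filed as inactive show a strong effect at the top dose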
#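 Yeast expressing FUS under galactose induction, OD 0.005 in 2% galactose medium; compounds in a dilution series, 24 h at 30C. Growth rescue by absorbance at 600 nm; CP55940 positive control, DMSO negative.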
# EPAC1 ag = activates human EPAC1 exchange factor; 0.073% of 360,000 active; Potency, µM (series often up to 154 µM), for inactives: at the top dose activation, most hits filed as activators; EPAC1 agonist qHTS, biochemical assay; response scale: 100% = response to 6.5 mM cAMP; AID 720707; also: potency is read from the fitted curve at half-maximal effect; nearly all actives have a fitted effect of over 60% in size
#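 Read-out is the fluorescence drop as BODIPY-GDP leaves Rap1B (480 nm excitation, 540 nm emission), recorded every 5 minutes over 30 minutes. Reactions held 100 nM EPAC1, 250 nM Rap1B–BODIPY-GDP and 50 uM GDP, with 6.5 mM cAMP setting full activation.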
# Abeta rescue = A-beta toxicity reversal in yeast | yeast expressing A-beta42, growth rescue, OD600, 48 h; response scale: 0% DMSO, 100% iron-clioquinol control | Potency, µM (titrated, usually from 46.1 µM), for inactives: top-dose growth rescue, hits mostly activators | 0.063% of 410,000 active; also: potency is read from the fitted curve at half-maximal effect; nearly all actives have a fitted effect of over 55% in size
#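 Yeast A-beta toxicity model in growth medium with pinned compounds, 48 h at 30 C; growth read as absorbance at 600 nm. Normalized to FeCl3/clioquinol equimolar mix (positive) and DMSO (negative).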
# PI5P4Ka inh = blocks human PI5P4K alpha kinase activity; 1.2% of 330,000 active; PI5P4Kalpha enzyme, ADP-Glo luminescence, 60 min; stronger effect = lower value; AID 652105; max response, %; P48426; active = max response of -50% or lower; inconclusive = between -30% and -50%; inactive = -30% or higher; also: value at the top dose of about 77 µM; % is scaled to controls: 0 for no effect and ±100 for the full control effect
#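 Reactions run in 0.038 M HEPES pH 7.4, 0.28 mM EGTA, 0.1% CHAPS and 5% DMSO, with PI5P4Kalpha, substrate, compound and 5 microM ATP final, one hour at room temperature. Readout is ADP-Glo luminescence.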
# IL2 activator = IL-2 activation; IL-2 activation reporter assay, cell-based qHTS; stimulated with anti-CD3/CD4/CD28 beads; in transgenic mouse T cells; activation, % (series mostly up to about 46 µM); 0.065% of 360,000 active; AID 652025; in the data active = activation above about 50%; inconclusive = mostly about 30% to 49%; also: 0% is about no effect
#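 Quantitative HTS in unstimulated transgenic mouse T cells, with memory T cells as non-tolerant control and PMA/ionomycin as tolerance-bypass control. Compound pretreatment lasted 60 minutes before 18 h bead stimulation; EGFP/DsRed fluorescence read.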
# Starred values were filed as active, the others as inactive; ? = inconclusive; . = not tested or not shown; & = joins results of further samples; [ ] = remark or other dose. Unless noted, calls follow the shape of the dose curve; as a rule, active = well fitted curve in the direction sought with a large enough effect; inconclusive = small, poorly fitted or top-dose-only effect, or another doubt; inactive = no such curve, though single readings can be large; an effect the other way counts as inactive or inconclusive. Rows were taken by chance; any-hit rate near 4.1%.
# Screens in order – EPAC1 antag	aSyn yeast inh	WRN inhibitor	PLK1 PBD inh	FUS yeast rescue	EPAC1 ag	Abeta rescue	PI5P4Ka inh	IL2 activator
1: O=C(CN(c1ccccc1)S(=O)(=O)c1ccccc1)NCCSc1nc2ccccc2s1
→ -8%	-4%	0%	-8%	2%	-2%	4%	9	-0.2
2: COc1ccc(/C=C/C(=O)Oc2ccc(C)c(C)c2)cc1OC
→ ?	-16%	-25%[57.1 µM]	-6%	?	22%	-29%	17	-2.9
3: O=C(Oc1c(CN2CCOCC2)cc(Cl)c2cccnc12)c1ccccc1F
→ -22%	7%	4%	-10%	20%	10%	-26%	-1	-2.8
4: CC(C(=O)NN)c1ccc([N+](=O)[O-])cc1 (configuration not stated)
→ ?	0%	-3%[57.1 µM]	-17%	24%	8%	-4%	-2	1.8
5: COc1ccc(C)cc1S(=O)(=O)N1c2ccccc2CC1C (configuration not stated)
→ -20%	20%	5%	-10%	?	13%	-9%	.	-2.2
6: O=C(O)c1cccnc1NC1CCCC1
→ 3%	-7%	-2%[57.1 µM]	-11%	37%	9%	-27%	.	1.4
7: CC(C)CCN1C(=O)c2ccc(C(=O)Nc3ccccc3C(=O)O)cc2C1=O
→ 0%	0%	-3%	-23%	-17%	-7%	0%	-60*	-2.8
8: N#Cc1ccc(-c2nc3c4ccccc4ccn3c2Cc2cccc(Cl)c2)cc1
→ 12%	11%	-4%	0%	8%	-1%	0%	3	-0.5
9: COc1ccc(/C=C/C(=O)NCCn2c(C)cc3ccccc32)cc1OC
→ -8%	?	-8%	-5%	35%	-4%	4%	-1	0.2
10: N#Cc1c(C(F)(F)F)cc(=O)n2c1[nH]c1ccccc12
→ -1%	-15%	-8%	21µM*	-17%	4%	1%	-21	-0.7
11: Cc1cccc(C)c1OCC(=O)NC(Cc1c[nH]c2ccccc12)C(=O)O (configuration not stated)
→ -2%	1%	-11%	-13%	10%&-6%	5%	-7%&-11%	1	0.0
12: COc1ccc(C(=O)NCCOC(C)C)cc1OC1CCN(C(C)=O)CC1
→ 2%	0%	14%	-16%	-11%	-11%	-4%	3	1.8
13: COc1ccc(F)cc1S(=O)(=O)N1CCCN(S(=O)(=O)c2cc(F)ccc2OC)CC1
→ -13%	10%	2%	27µM*	13%	8%	-22%	-4	0.2
14: O=C(NCCN1C(=O)CSC1=O)c1ccccc1
→ 0%	-8%	-14%	-5%	-4%	5%	-4%	.	0.8
15: Cc1cccc(OCC(=O)Nc2ccc(S(=O)(=O)Nc3onc(C)c3C)cc2)c1C
→ 11%	-2%	-1%	-7%	-1%&31%	-4%	-8%&-3%	0	1.8
16: Oc1ccc(-c2cccc(-c3ccc(O)cc3)c2)cc1
→ -3%	7%	-5%	3%	2%	19%	2%	21	2.5
17: COCC1CCN(C(=O)c2cc(COc3ccc(-n4cncn4)cc3)on2)C1 (configuration not stated)
→ 2%	-4%	-33%	1%	8%	-13%	11%	-5	-4.4
18: COc1ccc(Oc2nc(Oc3ccc(OC)cc3)nc(Oc3ccc(OC)cc3)n2)cc1
→ -6%	3%	-4%	-2%	-1%	4%	28%	.	2.3
19: COc1cc(O)c(C(CCN2CCCC2)c2ccc(N(C)C)cc2)c(OC)c1 (configuration not stated)
→ -1%	-9%	2%	-9%	-7%	-2%	5%	-4	0.1
20: CCNC(=O)C1(C)CCCN(C(=O)c2cccc(C)c2C)C1 (configuration not stated)
→ 0%	-9%	4%	4%	-7%	4%	-8%	0	-0.2
21: C=C[C@@H]1c2ccccc2N(S(=O)(=O)c2ccc(C)cc2)[C@H](c2ccc(C(=O)OC)cc2)C1(C#N)C#N
→ -5%	-17%	-4%	-1%	9%	-3%	11%	-13	1.2
22: NC(=O)c1ncc(C(F)(F)F)cc1Oc1cccnc1
→ -10%	3%	6%	?	2%	-6%	-20%	6	0.0
23: COc1cc(/C=N\NC(=O)c2ccc(-c3ccccc3)cc2)cc(OC)c1OC(C)=O
→ -26%	-4%	-8%	-6%	21%	-1%	1%	5	0.0
24: COc1ccc(C2C(C(=O)OCC(=O)N3CCCCC3)CCC(=O)N2c2ccc(OC)cc2)cc1 (configuration not stated)
→ -4%	2%	8%	-5%	26%	5%	-6%	.	-2.7
25: COc1ccccc1N1CCN(C(=O)C2CC=CCC2C(=O)O)CC1 (configuration not stated)
→ 12%	-1%	6%	1%	-1%	1%	12%	1	-0.2
26: Nc1nc(Nc2ccccc2F)nc(N2CCCC2)c1[N+](=O)[O-]
→ 4%	-4%	-5%	-7%	10%	1%	-13%	0	-0.1
27: CCN(CC)C(=S)SCC(=O)Nc1ccc(F)cc1
→ 2%	8%	-14%[57.1 µM]	-28%	16%	4%	-47%	0	-1.4
28: COc1ccc2[nH]c3c(c2c1)CNCC3
→ 4%	6%	5%	-6%	-11%	16%	-6%	6	1.2
29: Cc1c(C(=O)N2CCc3ccccc32)oc2c1C(=O)CC(C)(C)C2
→ 3%	6%	-1%	?	28%	0%	7%	.	-0.7
30: COc1ccc(N2C(=O)CS/C2=N\C(=S)Nc2ccccc2)cc1
→ -13%	-2%	-6%	-8%	32%	0%	3%	-7	-5.2
31: C/C=C/Cn1c(SCc2ccc(C)cc2)nc2c1c(=O)[nH]c(=O)n2C
→ -10%	-9%	-32%	21µM*	18%	-4%	3%	-7	0.3
32: Cc1cccc(C)c1OCc1cc(C(=O)N2CCNC(=O)C2)no1
→ -5%	-4%	-2%	-13%	7%	4%	-16%	-5	-0.5
33: CCOc1ccc(CCNC(=O)CSc2cc(=O)n(C)c3cc(Cl)ccc23)cc1OCC
→ 6%	-1%	-5%	4%	-11%&9%	-8%	2%&-13%	9	-1.5
34: Cc1ccc(-c2nnn(CC(=O)N(CC(=O)NC3CCCC3)c3ccc(F)cc3)n2)o1
→ -22%	-6%	-10%	0%	10%	-10%	-6%	2	1.2
35: CC1CCN(c2nc3c(c(=O)n(C)c(=O)n3C)n2CCSc2nc3ccccc3s2)CC1
→ 6%	3%	4%	-3%	1%	-6%	4%	.	1.2
36: Cc1ccc(OCc2nc(C#N)c(N3CCCCC3)o2)cc1
→ -5%	15%	-8%	-7%	19%	8%	-22%	-2	-3.2
37: Cn1c(Cn2c(=O)sc3ccccc32)nnc1SCC(=O)N1CCCc2ccccc21
→ 3%	4%	5%	?	4%	8%	7%	0	-3.1
38: Nn1c(COc2ccccc2)nnc1SCc1cc(=O)[nH]c2ccccc12
→ -20%	2%	-7%	-10%	26%	9%	-25%	.	-0.1
39: Cn1c(SCC(=O)Nc2ccc3[nH]c(=O)[nH]c3c2)nnc1-c1ccc(F)cc1
→ -11%	1%	-8%	-4%	0%	0%	4%	-9	-2.4
40: CCCCCOc1cccc(C2C(C(=O)c3cccs3)=C(O)C(=O)N2CCN2CCOCC2)c1 (configuration not stated)
→ 6%	-4%	-7%	-5%	34%	1%	-22%	-8	-5.3

# (further entries)
cpd	structure	EPAC1 antag	aSyn yeast inh	WRN inhibitor	PLK1 PBD inh	FUS yeast rescue	EPAC1 ag	Abeta rescue	PI5P4Ka inh	IL2 activator
41	Cc1ccc(C(=O)NCC(=O)OCc2nnc(-c3ccccc3)o2)cc1	-11%	5%	-28%	1%	.	-5%	9%	-6	1.1
42	COc1ccc(-n2nc(C(=O)NCC(=O)Nc3cccc(NC(C)=O)c3)c3ccccc3c2=O)cc1	?	0%	-4%	0%	47%	5%	-3%	3	-1.5
43	CCOc1ccc(NC(=O)COc2cccc3cccnc23)cc1S(=O)(=O)N1CCCC1	-6%	1%	-8%	3%	29%	3%	-18%	-27	-3.1
44	CN(CC(=O)Nc1ccccc1Br)Cc1nc2ccccc2c(=O)[nH]1	4%	11%	-12%	4%	-3%	-2%	4%	-8	0.9
45	CC(C)Cn1c(=O)c2ccccc2n2c(CCC(=O)O)nnc12	-7%	2%	-9%[57.1 µM]	3%	15%	7%	15%	-3	9.2
46	CCCNC(=O)NC(=O)CN1C(=O)NC(C)(c2ccc3ccccc3c2)C1=O (configuration not stated)	-1%	0%	-6%	-7%	26%	1%	-14%	5	-0.1

# Screening results as filed in PubChem.
